# Screening data deposited in PubChem BioAssay by National Center for Advancing Translational Sciences (NCATS).
# Pf growth 48h = Primary qHTS for delayed death inhibitors of the malarial parasite plastid, 48 hour incubation; P. falciparum luciferase growth in erythrocytes, 48 h; Potency, µM (series often up to 28.7 µM), for inactives: at the highest dose activity change, negative = inhibition, most hits filed as inhibitors; hit rate 5.9% among 310,000; further: potency means the concentration at half of the fitted maximal effect; on the % scale 0 is the no-effect control and ±100 the full control effect
#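 A one-generation exposure of luciferase-tagged malaria parasites in RPMI 1640/Albumax erythrocyte culture, 37 C and 5% CO2. Inhibition is inferred from decreased luminescence after adding detection reagent.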
# Pf growth 96h = Primary qHTS for delayed death inhibitors of the malarial parasite plastid, 96 hour incubation; P. falciparum luciferase reporter growth, 96 h; hit rate 6.9% among 320,000; Potency, µM (doses to about 28.7 µM), without a hit: at the highest dose activity change, negative = inhibition, hits mostly inhibitors; further: potency means the concentration at half of the fitted maximal effect; on the % scale 0 is the no-effect control and ±100 the full control effect
#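 Two-generation exposure (96 h) targets delayed-death phenotype. Reporter parasites carrying integrated firefly luciferase, in red cells at 2% hematocrit and 0.05% parasitemia final, kept at 37 C, 5% CO2; luminescence loss indicates inhibition.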
# AmpC no deterg = qHTS Inhibitors of AmpC Beta-Lactamase (assay without detergent) | Potency, µM (titrated, usually from 57.1 µM), for inactives: at the highest dose activity change, negative = inhibition, hits mostly inhibitors | hit rate 0.52% among 330,000 | AmpC nitrocefin hydrolysis, absorbance 480 nm, 0.0001% Triton | P00811;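 further: potency means the concentration at half of the fitted maximal effect; plate controls were no compound for no effect and no enzyme for full effect; nearly all actives have a fitted effect of over 20% in size; some results filed as inactive show a strong effect at the top dose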
# Target sequence (P00811 whole entry, looked up): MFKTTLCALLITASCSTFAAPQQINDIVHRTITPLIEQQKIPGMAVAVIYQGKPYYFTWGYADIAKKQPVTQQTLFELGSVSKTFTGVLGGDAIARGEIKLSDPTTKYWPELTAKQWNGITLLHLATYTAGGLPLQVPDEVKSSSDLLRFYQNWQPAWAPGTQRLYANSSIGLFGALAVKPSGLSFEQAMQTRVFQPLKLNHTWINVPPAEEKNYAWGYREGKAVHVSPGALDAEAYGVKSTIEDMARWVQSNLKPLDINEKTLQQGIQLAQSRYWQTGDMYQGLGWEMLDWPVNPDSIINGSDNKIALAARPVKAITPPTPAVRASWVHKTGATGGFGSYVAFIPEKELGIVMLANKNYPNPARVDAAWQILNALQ
#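 AmpC (5.3 nM in the dispensed reagent) in 20 mM phosphate pH 7.0 with 0.01% (detergent screen) or 0.0001% Triton X-100 was preincubated with compounds for 15 min at room temperature. Nitrocefin was then added from an 800 uM solution, and hydrolysis was followed at 480 nm.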
# Shiga toxin inh = A qHTS for Small Molecule Inhibitors of Shiga Toxin. Vero cells, Shiga toxin protein synthesis inhibition reporter. inhibition, % at 38.7 µM. hit rate 9.2% among 290,000; in the data active means inhibition mostly above about 28%, no sharp cut-off; inactive means mostly below about 43%; further: 0% is about no effect
# Cycloheximide cs = Cycloheximide Counterscreen for Small Molecule Inhibitors of Shiga Toxin. cell reporter, cycloheximide protein synthesis inhibition counterscreen. max response, %. hit rate 12% among 300,000. AID 2314, 2010; in the data active means max response mostly above about 13%, no sharp cut-off; inactive means mostly below about 14%; further: read at 38.3 µM for the half of the compounds with a filed dose; 0% is about no effect
# TbPYK inhibitor = qHTS of Trypanosoma Brucei Inhibitors; pyruvate kinase (Trypanosoma brucei), Q57TT1; TbPYK enzyme, Kinase-Glo Plus ATP luminescence, 45 min; Potency, µM (series often up to 76.8 µM), for inactives: at the top dose activity, negative = inhibition, hits mostly inhibitors; hit rate 0.12% among 410,000; further: potency means the concentration at half of the fitted maximal effect; on the % scale 0 is the no-effect control and ±100 the full control effect; nearly all actives have a fitted effect of over 50% in size
#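 Readout: single end-point luminescence (Kinase-Glo Plus, 10 min). Reaction conditions were TbPYK/substrate plus 130 uM ADP, 45 min at RT, pH 7.2 TEA buffer. No-enzyme wells served as controls, and data were normalized before concentration-response fitting.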
# LmPK inh = qHTS Assay for Inhibitors of Leishmania Mexicana Pyruvate Kinase (LmPK); Q27686; purified LmPK, Kinase-Glo ATP luminescence, 1 h; Potency, µM (doses to about 57.5 µM), for inactives: at the top dose activity change, negative = inhibition, actives largely listed as inhibitors; hit rate 0.37% among 290,000; further: potency means the concentration at half of the fitted maximal effect; on the % scale 0 is the no-effect control and ±100 the full control effect
# Target sequence (Q27686 whole entry, looked up): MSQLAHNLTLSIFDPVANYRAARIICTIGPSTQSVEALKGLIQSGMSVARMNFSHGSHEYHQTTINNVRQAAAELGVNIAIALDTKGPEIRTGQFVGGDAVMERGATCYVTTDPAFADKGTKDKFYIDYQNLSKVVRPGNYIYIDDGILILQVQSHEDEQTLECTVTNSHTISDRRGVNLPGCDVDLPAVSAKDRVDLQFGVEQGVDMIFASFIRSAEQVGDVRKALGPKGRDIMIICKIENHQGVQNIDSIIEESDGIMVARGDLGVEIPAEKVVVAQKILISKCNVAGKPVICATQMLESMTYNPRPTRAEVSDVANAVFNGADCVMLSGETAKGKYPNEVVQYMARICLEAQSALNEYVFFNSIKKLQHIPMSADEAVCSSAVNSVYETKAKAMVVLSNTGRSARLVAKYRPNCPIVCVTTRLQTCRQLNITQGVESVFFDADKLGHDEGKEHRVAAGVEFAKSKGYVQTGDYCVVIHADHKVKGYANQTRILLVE
#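 Screened at intermediate enzyme activity to detect both inhibitors and activators: LmPK at 0.1 nM, with a 0.5 nM enzyme column as activation reference. PEP 0.5 mM, ADP 0.1 mM; ATP detected by luminescence after 1 h.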
# Numbers without * were called inactive; ? = inconclusive; . = not tested or not shown; & = joins results of further samples; [ ] = another dose, or the depositor's remark. Unless noted, the call rests on the fitted dose curve; in most records, active means well fitted curve in the direction sought with a large enough effect; inconclusive means small, poorly fitted or top-dose-only effect, or another doubt; inactive means no such curve, though single readings can be large; an effect the other way counts as inactive or inconclusive.
SMILES,Pf growth 48h,Pf growth 96h,AmpC no deterg,Shiga toxin inh,Cycloheximide cs,TbPYK inhibitor,LmPK inh
CC1(C)[C@@H](O)CC[C@]2(C)C3C(O)C=C4[C@H]5C[C@@](C)(CO)CC[C@]5(C)CC[C@]4(C)[C@]3(C)CC[C@@H]12 (stereo partly drawn),-9%,?,-10%,-6,1,2%,5%
Cc1ccc(OCCC(=O)OCC(=O)Nc2ccccc2)cc1,2%,6%,-17%,3,2,-2%,0%
COc1ccc(S(=O)(=O)N2CCSC2c2ccccc2)cc1 (stereo not drawn),-1%,118%[activator],-26%,2,-2,-1%,3%
CN1CCN(c2nc3c(c(=O)n(C)c(=O)n3C)n2Cc2cccc(Br)c2)CC1,-25%,?,86%[activator],-11,-1,-3%,-4%
COC(=O)c1cc(NC(=O)CN2CCN(C(C)=O)CC2)cc(C(=O)OC)c1,4%,-15%,-14%,-3,4,0%,-4%
Cc1cccc(CNc2ncc(-c3cccc([N+](=O)[O-])c3)n2C)c1,-8%,?,-15%,-15,-3,-5%,-1%
COc1ccc(Cl)cc1C(=O)OCC(=O)N(CC(C)C)c1c(N)n(Cc2ccccc2)c(=O)[nH]c1=O,-24%,?,-2%,.,.,-2%,.
CCNC(=O)NC1(C(=O)N2CCC(Cc3ccccc3)CC2)CCCCC1,6%,?,-13%,-15,-2,3%,3%
Cc1ccc(-n2c(SCc3nc4ccccc4[nH]3)nnc2-c2ccncc2)cc1,1%,0%,-7%,-17,-5,4%,4%
CC(C)(C)NC(=S)NCc1ccc2c(c1)OCO2,1%,35%[activator],-14%,-3,-2,-3%,2%
O=C(COC(=O)c1c2c(nc3ccccc13)/C(=C\c1cccs1)CCC2)Nc1ccccc1Cl,?,?,-56%,25,10,0%,1%
COC(=O)c1oc2c(c1C)C(=O)CC(C)(C)C2,-10%,-21%,-12%,-4,1,1%,0%
Cc1c(NS(=O)(=O)c2ccc3[nH]c(=O)[nH]c3c2)c(=O)n(-c2ccccc2)n1C,12%,18%,-23%,-1,-1,0%,0%
Cc1ccc(-c2nnn(CC(=O)N(CC(=O)NC3CCCCC3)c3ccc(F)c(Cl)c3)n2)o1,-19%,-6%,-18%,-6,-2,4%,7%
Cc1cnccc1CN(C)Cc1cn(C)nc1-c1ccc(Oc2ccccc2)cc1,?,26%,171%[activator],-29,-1,-5%,-2%
COc1ccc(Cl)cc1C(=O)NCc1cnn(C)c1C,19%,14%,-13%,13,5,10%,0%
COC(=O)CSc1nc(-c2cccs2)ccc1C#N,76%[activator],?,-51%,50,36*,?,0%
COc1cccc(-c2nc(CS(=O)(=O)CC(=O)NCCCN3CCN(C)CC3)c(C)o2)c1,-5%,69%[activator],10%,-6,-3,7%&-1%,3%
CCOC(=O)COc1ccc2c(c1)C(=O)CC1(CCCCC1)O2,.,?,3%,-9,-6,1%,1%
Cc1cccc(NS(=O)(=O)c2cccc(C(=O)N3CCN(C/C=C/c4ccccc4)CC3)c2)c1,12µM*,10µM*,144%[activator],.,.,-2%,.
Cc1nnc(SCc2ccc(F)cc2)n1NC/C=C/c1ccccc1,-10%,5.9µM*,90%[activator],8,-1,0%,-1%
Oc1ccccc1N1CCN(CC(O)COC2CCCc3ccccc32)CC1 (stereo not drawn),9.3µM*,?,20%,-7,-2,3%,-15%
CCCC(=O)Nc1ccc(C(=O)NCC(=O)OCC)cc1,.,.,-16%,33,14,8%,7%
C=CCN1C=CC=C/C1=C1\SC(=S)N(C)C1=O,27%,?,-18%,-3,-7,-1%,1%
Cc1ccccc1NC(=O)CCS(=O)(=O)c1ccc(Br)s1,12%,265%[activator],-21%,24,7,0%,-1%

# Eleven successive records out of the list so far, for reference:
SMILES,Pf growth 48h,Pf growth 96h,AmpC no deterg,Shiga toxin inh,Cycloheximide cs,TbPYK inhibitor,LmPK inh
COC(=O)c1cc(NC(=O)CN2CCN(C(C)=O)CC2)cc(C(=O)OC)c1,4%,-15%,-14%,-3,4,0%,-4%
Cc1cccc(CNc2ncc(-c3cccc([N+](=O)[O-])c3)n2C)c1,-8%,?,-15%,-15,-3,-5%,-1%
COc1ccc(Cl)cc1C(=O)OCC(=O)N(CC(C)C)c1c(N)n(Cc2ccccc2)c(=O)[nH]c1=O,-24%,?,-2%,.,.,-2%,.
CCNC(=O)NC1(C(=O)N2CCC(Cc3ccccc3)CC2)CCCCC1,6%,?,-13%,-15,-2,3%,3%
Cc1ccc(-n2c(SCc3nc4ccccc4[nH]3)nnc2-c2ccncc2)cc1,1%,0%,-7%,-17,-5,4%,4%
CC(C)(C)NC(=S)NCc1ccc2c(c1)OCO2,1%,35%[activator],-14%,-3,-2,-3%,2%
O=C(COC(=O)c1c2c(nc3ccccc13)/C(=C\c1cccs1)CCC2)Nc1ccccc1Cl,?,?,-56%,25,10,0%,1%
COC(=O)c1oc2c(c1C)C(=O)CC(C)(C)C2,-10%,-21%,-12%,-4,1,1%,0%
Cc1c(NS(=O)(=O)c2ccc3[nH]c(=O)[nH]c3c2)c(=O)n(-c2ccccc2)n1C,12%,18%,-23%,-1,-1,0%,0%
Cc1ccc(-c2nnn(CC(=O)N(CC(=O)NC3CCCCC3)c3ccc(F)c(Cl)c3)n2)o1,-19%,-6%,-18%,-6,-2,4%,7%
Cc1cnccc1CN(C)Cc1cn(C)nc1-c1ccc(Oc2ccccc2)cc1,?,26%,171%[activator],-29,-1,-5%,-2%

# Going on with the list:
SMILES,Pf growth 48h,Pf growth 96h,AmpC no deterg,Shiga toxin inh,Cycloheximide cs,TbPYK inhibitor,LmPK inh
COc1cccc(C(C(=O)NC2CCCC2)N(CCC(C)C)C(=O)CCC(=O)Nc2cc(C)on2)c1 (stereo not drawn),?,22%,13%,47,-3,-5%,-2%
COC(=O)c1cc2ccccc2n1S(=O)(=O)c1ccccc1,.,-13%,-17%,1,-1,5%,-1%
COc1ccc(C2NC(=O)NC(C)=C2C(=O)OC2CCCCC2)cc1OC (stereo not drawn),-21%,25%,19%,-4,-2,-1%,-4%
COc1ccc(-n2c(C)n[nH]c2=O)cc1,13%,77%[activator],-19%,-10,-2,1%,4%
COc1ccc2nc(SCC(=O)Nc3nonc3C)[nH]c2c1,1%,28%,-6%,-14,8,3%,7%
Cc1cc(-c2cccnc2)c(C#N)c(SCc2cccc(F)c2)n1,?,-18%,-1%,-19,1,-17%,19%
COC(=O)c1c(NC(=O)C2CC=CCC2C(=O)O)sc(C(N)=O)c1C (stereo not drawn),.,.,-28%,-3,-1,-7%,5%
Cc1nn(C(C)CC(=O)O)c(C)c1C (stereo not drawn),.,30%,-4%,-17,-2,-2%,-4%
COc1cccc(NC(=O)c2cncs2)c1,39%[activator],-16%,-47%,-6,1,-24%,-1%
CCn1c(=O)n(CC(=O)NCC2CCCO2)c(=O)c2c3c(sc21)COC(C)(C)C3 (stereo not drawn),7%,?,0%,-9,16,3%,-1%
CCc1ccc2nc3sc(C(=O)N4CCc5ccccc54)c(N)c3cc2c1,7%,48%[activator],-54%,38,6,.,5%
COc1cc(/C=N/NC(=O)c2cc(-c3ccccc3OC(C)C)nc3ccccc23)ccc1O,-7%,-1%,1%,19,17,0%,-5%
CCOC(=O)c1c(C)[nH]c(C)c1C(=O)COC(=O)CCOc1ccccc1OC,11%,10%,13%,-3,-3,-20%,3%
Cn1c(NC(=O)CCc2ccccc2)cc(=O)n(C)c1=O,.,70%[activator],-26%,70*,43*,0%,-1%
CCS(=O)(=O)N1Cc2ccccc2CC1C(=O)Nc1nccs1 (stereo not drawn),111%[activator],130%[activator],-29%,25*,30*,-8%,-1%
COc1ccc(CCNC(=O)C(=O)NCC2OCCN2S(=O)(=O)c2ccc(F)cc2)cc1OC (stereo not drawn),?,-25%,33%,3,2,-2%,-6%
C=CCNc1nnc(Cl)c2ccccc12,0%,11%,-10%,-9,-3,14%,2%
Cc1ccc(NC(=O)CN2C(=O)NC(C)(C)C2=O)cc1S(=O)(=O)N1CCCCCC1,-21%,-10%,-14%,.,.,3%,.
CCOc1ncccc1C(=O)OCC(=O)Nc1c(C)cccc1C,-14%,.,-6%,-7,-3,9%,-3%
CC(=O)Nc1ccc(NC(=O)C2c3ccccc3Oc3ccccc32)cc1,38%[activator],?,-13%,-15,8,1%,-3%
CCn1nc(C)c(NC(=O)/C=C/c2cnn(C)c2C)c1C,19%,10%,-9%,-15,-1,2%,-1%
CC(C)CCNc1nc2c(c(=O)[nH]c(=O)n2C)n1CC(O)COC(C)C (stereo not drawn),3%,108%[activator],5%,-10,-4,2%,1%
Cc1cc(C)n2c(SCC(=O)NCc3ccco3)nnc2n1,22%,-2%,-10%,-11,0,0%,6%
CC(NC(=O)COc1ccccc1)C(c1ccccc1)N1CCN(C)CC1 (stereo not drawn),.,?,49%,-6,-5,-1%,9%
CCCN(CC(=O)Nc1ccccc1C)C(=O)COc1ccc2c(c1)CCC2,?,-3%,11%,-6,15,-6%,3%
# Going on with the list.
SMILES,Pf growth 48h,Pf growth 96h,AmpC no deterg,Shiga toxin inh,Cycloheximide cs,TbPYK inhibitor,LmPK inh
Cc1[nH]c2ccccc2c1/C=N/Nc1nc(Nc2ccc(F)cc2)nc(N2CCOCC2)n1,4.1µM*,2.6µM*,?,2,10,-1%,7%
COC(=O)c1sc2ccccc2c1C(=O)OC,-1%,.,-1%,-7,6,0%,2%
COc1cc2ncnc(Nc3ccc4c(c3)OCO4)c2cc1OC,.,?,-20%,20,5,-4%,1%
CN(Cc1ccco1)S(=O)(=O)c1cc(F)ccc1CN1C(=O)c2cccnc2C1=O,19%,-8%,11%,-19,-4,4%,8%
O=C(NC(=S)Nc1ccc(Oc2ccc(Cl)cc2)cc1)c1ccccc1,-3%,?,-31%,27,19*,7%,4%
COc1ccc(C2=NN(C(=O)CN3CCCC3)C(c3ccc(OC)cc3)C2)cc1 (stereo not drawn),?,?,42%,22,8,-10%,0%
CN(Cc1ccc(C(F)(F)F)cc1)C(=O)c1ccc(Oc2ccccc2)cc1,-3%,22%,32%,-15,-2,10%,1%
COc1ccc(-c2nc(CCNC(=O)c3ccc(Br)o3)cs2)cc1,?,8.3µM*,45µM*,20*,13,-7%&-6%,1%
O=Cc1c(N2CCC3(CC2)OCCO3)nc2ccccn2c1=O,11%,5%,-7%,-3,-2,3%,-1%

# Rows were taken by chance; 22% or so of the library scored in one or more.
